Rad51 HR inh: blocks human Rad51 in homologous recombination | Q06609 | hRad51 DNA strand exchange, fluorescence dequenching | inhibition, % at 10 µM | actives 0.085% (n = 200,000) | AID 1385;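 active means inhibition above 40% at the single screening dose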;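 further: 0% = DMSO control wells and 100% = blanks with heterologous ssDNA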
Target sequence (Q06609 whole entry, looked up): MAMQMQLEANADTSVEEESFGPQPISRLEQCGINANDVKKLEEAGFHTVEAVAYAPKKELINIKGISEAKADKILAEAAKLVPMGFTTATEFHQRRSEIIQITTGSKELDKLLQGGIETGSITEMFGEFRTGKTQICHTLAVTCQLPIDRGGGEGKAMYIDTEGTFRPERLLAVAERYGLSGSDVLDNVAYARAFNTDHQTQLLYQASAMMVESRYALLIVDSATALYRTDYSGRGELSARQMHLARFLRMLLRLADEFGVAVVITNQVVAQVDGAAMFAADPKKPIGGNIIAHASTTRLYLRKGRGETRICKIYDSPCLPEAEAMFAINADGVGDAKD
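Test system: preformed human Rad51 ssDNA filaments. Compound dosing: single dose, 10 µM final compound. Incubation: filaments 15 min 37 °C, then compound 30 min. Technique: FRET fluorescence dequenching, excitation 485 nm, emission 520 nm. Read-out basis: percent inhibition from fluorescence, normalised to plate control and blank means. Benchmarks: plate controls and plate blanks.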
TNF necrop inh: blocks TNF-alpha induced death of Jurkat FADD-/- cells; actives 0.068% (n = 220,000); Jurkat FADD-/- TNF necroptosis rescue, ATP luminescence, 24 h; 0 = TNF only, 100 = no-TNF cells; activation (protection from cell death), % at 10 µM; AID 463075;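 active means activation, meaning protection from cell death, of at least 50% relative to plate controls; inactive means activation below 50%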;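 further: necroptosis triggered by 40 ng/mL TNF-alpha added together with compound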
KCC2 mod: KCC2 (human) Cl- transport modulation. KCC2 cells, thallium flux FluoZin-2 fluorescence. Q9H2X9. B-score of Tl+ flux slope (higher = more flux/activation; lower = inhibition) at 10 µM. AID 1456. actives 2.2% (n = 190,000);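 active means thallium flux slope and its plate-corrected score both differing from the plate sample mean at a set confidence after two filtering rounds, in either direction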;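 further: slope of fluorescence scaled to starting intensity during 10 to 20 s after thallium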
FXIIa inh: inhibitors of human coagulation factor XIIa; P00748; purified FXIIa, Boc-QGR-AMC fluorogenic substrate, 2 h; inhibition, % at 5 µM; actives 0.3% (n = 220,000); AID 800; in the data active means inhibition above about 40%;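 further: 0% = enzyme with no compound and 100% = blank without enzyme; many of its hits are not listed in these tables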
KLK5 inh: blocks human kallikrein 5 protease activity | actives 0.59% (n = 210,000) | inhibition, % at 5 µM | Q9Y337 | AID 873 | recombinant hK5, fluorogenic AMC substrate cleavage;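 active means inhibition of 40% or more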;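 further: 0% = enzyme controls without compound and 100% = no-enzyme blanks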
Hck Nef HTS: human Hck-Nef kinase inhibition | inhibition, % at 20 µM | actives 0.68% (n = 220,000) | Recombinant Hck-YEEI plus Nef, Z-Lyte FRET kinase assay;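 active means Hck-Nef kinase inhibition above about 50%, limit read from the data; inactive means inhibition below that limit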;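 further: 0% = DMSO with Hck plus Nef and 100% = Hck alone without Nef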
Target sequence (P08631 whole entry, looked up): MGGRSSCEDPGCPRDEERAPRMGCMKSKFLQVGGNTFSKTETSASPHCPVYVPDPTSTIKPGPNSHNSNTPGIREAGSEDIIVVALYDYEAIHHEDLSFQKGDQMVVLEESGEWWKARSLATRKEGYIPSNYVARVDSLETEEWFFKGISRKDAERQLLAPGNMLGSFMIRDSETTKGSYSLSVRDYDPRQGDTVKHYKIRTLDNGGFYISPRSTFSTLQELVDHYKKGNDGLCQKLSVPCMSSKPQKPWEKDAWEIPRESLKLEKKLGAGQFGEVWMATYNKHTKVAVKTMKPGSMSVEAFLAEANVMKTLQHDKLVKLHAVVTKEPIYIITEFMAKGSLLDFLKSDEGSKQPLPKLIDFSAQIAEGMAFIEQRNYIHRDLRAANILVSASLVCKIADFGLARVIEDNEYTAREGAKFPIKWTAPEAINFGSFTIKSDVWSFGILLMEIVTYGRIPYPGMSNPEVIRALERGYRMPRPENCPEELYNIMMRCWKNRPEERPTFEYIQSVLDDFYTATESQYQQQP
thrombin 1536: thrombin (human) inhibition; alpha-thrombin, Boc-VPR-AMC fluorogenic substrate cleavage; inhibition, % at 5 µM; AID 1046; actives 0.26% (n = 220,000); P00734;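 active means inhibition at or above 40%; inactive means inhibition below 40%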;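 further: 0% = enzyme with no compound and 100% = wells without enzyme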
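Assay system: human alpha-thrombin enzyme. Reagent: Boc-VPR-AMC substrate, 15 µM final. Compound dosing: one concentration per compound, 5 µM, with 0.2% DMSO. Incubation: room-temperature reaction. Technique: AMC fluorescence, 355/460 nm. Measure: % inhibition relative to enzyme controls and enzyme-free blanks.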
FXIa inh 1536: blocks human coagulation factor XIa protease activity; P03951; purified FXIa, Boc-Glu-Ala-Arg-AMC fluorogenic substrate; inhibition, % at 5 µM; actives 0.14% (n = 220,000); AID 798;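 active means inhibition of at least 40%; inactive means inhibition below 40%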;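 further: fluorescence of freed AMC excited at 355 nm; 0% = enzyme without compound and 100% = no enzyme blank; many of its hits are not listed in these tables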
zVAD death inh: L929 zVAD cell death inhibition | L929 zVAD necroptosis rescue, ATP luminescence, 24 h; with zVAD 60 µM | viability rescue, % at 10 µM | actives 0.38% (n = 220,000);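 active means activation, scaled between plate controls, above about 75%, limit read from the data; inactive means activation under that limit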;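 further: 0% = zVAD with DMSO and 100% = DMSO alone without zVAD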
Starred values were filed as active, the others as inactive; · = not tested or not shown. An excerpt, so the mix of outcomes need not match the whole.

Second line of a record – FXIa inh 1536, thrombin 1536, zVAD death inh, KLK5 inh, TNF necrop inh, Rad51 HR inh, Hck Nef HTS, FXIIa inh, KCC2 mod
CC1(C)Cc2ccccc2C(=NCCCC(=O)O)N1
  -2, -11, 3.6, -11, 1.9, -7, -2, -11, -0.19
CCOC(=O)c1c(C)oc2ccc(OC(=O)N3CCOCC3)cc12
  -4, -3, 2.0, -17, -0.1, 6, -8, 7, -0.18
Clc1cccc(Oc2cnns2)c1Cl
  4, -6, -0.5, -3, -2.3, ·, -4, 11, 0.099
O=C(CSc1nc2c(sc3ccccc32)c(=O)n1CCO)NCc1ccco1
  -11, -3, 0.1, -2, -1.5, -5, 0, -10, 1.1
Cc1cc(N2C(=O)C(=O)/C(=C(/O)c3ccc(Cl)cc3)C2c2cccc(Br)c2)no1 (stereo unspecified)
  9, 2, 0.3, 2, -0.4, -4, 0, 12, -0.92
CC(C)[C@H](N)c1nnc(SC/C=C/c2ccccc2)o1
  2, 4, -0.2, -12, -0.4, -4, 1, 9, -1.5
O=c1[nH][nH]cc1C=Nc1ccccc1Cl
  1, 0, 1.8, 4, -0.3, -1, -11, 10, 0.47
COc1ccc(CCN(Cc2cc3cc(C)ccc3[nH]c2=O)C(=O)N2CCCC2)cc1OC
  4, 5, -1.4, -12, -1.1, 6, 7, 9, 0.11
CC1C(=O)CCN(C(C)(C)C)C1C (stereo unspecified)
  -1, -2, -0.5, -3, 1.3, 1, 1, 2, 0.22
CC(C)(C)SCCNC(=O)c1ccc(Cl)c(S(=O)(=O)N2CCOCC2)c1
  ·, ·, -0.2, ·, -1.1, -2, 13, ·, -0.39

Among those listed so far, 2 contain a furan ring, fused or not.
Second line of a record – FXIa inh 1536, thrombin 1536, zVAD death inh, KLK5 inh, TNF necrop inh, Rad51 HR inh, Hck Nef HTS, FXIIa inh, KCC2 mod
CCOC(=O)c1c(C)oc2ccc(OC(=O)N3CCOCC3)cc12
  -4, -3, 2.0, -17, -0.1, 6, -8, 7, -0.18
O=C(CSc1nc2c(sc3ccccc32)c(=O)n1CCO)NCc1ccco1
  -11, -3, 0.1, -2, -1.5, -5, 0, -10, 1.1

Later entries
Second line of a record – FXIa inh 1536, thrombin 1536, zVAD death inh, KLK5 inh, TNF necrop inh, Rad51 HR inh, Hck Nef HTS, FXIIa inh, KCC2 mod
CCN(c1ccccc1)S(=O)(=O)c1ccc(C(=O)Nc2nnc(-c3ccco3)o2)cc1
  -1, 4, -0.3, -24, -1.6, 2, 14, 1, 3.6
Cc1ccc(S(=O)(=O)N2CCC(=O)N2)cc1
  -3, -7, 1.1, -4, -1.1, 0, 1, 11, 0.55
CCN(CC)CCNC(C(=O)Nc1cccc(C(C)=O)c1)c1ccccc1 (stereo unspecified)
  1, 0, -0.5, 2, -0.2, -6, 32, 4, -0.27
CC1=C(C(=O)Nc2ccccn2)C(c2ccc(N(C)C)cc2)n2ncnc2N1 (stereo unspecified)
  17, 6, 1.0, -2, 1.1, -5, 1, 23, 1.4
COC(=O)c1cc(C)cc(=O)o1
  -1, -1, 1.0, -1, 3.9, 11, -5, 5, 0.56
COCCn1c(NCc2ccco2)nc2c1c(=O)[nH]c(=O)n2C
  23, -12, 0.0, 3, -1.2, 10, 12, 11, ·
C(=C\c1ccccc1)/C=N/N1CCN(c2ccccn2)CC1
  2, -1, 0.3, 7, -5.3, 1, 0, 11, ·
CCOC(=O)c1cn2nc(Oc3ccc(OC)cc3)ccc2n1
  3, 3, -0.8, 3, 0.0, -6, 13, 7, -0.23
O=C(Nc1ccccc1)NC1CC2CCC(C1)N2Cc1nnnn1Cc1ccc2c(c1)OCO2 (stereo unspecified)
  -3, -3, 0.1, -8, -1.4, -3, 0, 11, -1.2
CC(C)CCNc1nc(N2CCCC2)c2c(c1C#N)CCN(C)C2
  8, 5, 1.0, 0, -0.8, 5, -2, 15, -0.074

Nothing new here: an excerpt of the list.
Second line of a record – FXIa inh 1536, thrombin 1536, zVAD death inh, KLK5 inh, TNF necrop inh, Rad51 HR inh, Hck Nef HTS, FXIIa inh, KCC2 mod
C(=C\c1ccccc1)/C=N/N1CCN(c2ccccn2)CC1
  2, -1, 0.3, 7, -5.3, 1, 0, 11, ·
CCOC(=O)c1cn2nc(Oc3ccc(OC)cc3)ccc2n1
  3, 3, -0.8, 3, 0.0, -6, 13, 7, -0.23
O=C(Nc1ccccc1)NC1CC2CCC(C1)N2Cc1nnnn1Cc1ccc2c(c1)OCO2 (stereo unspecified)
  -3, -3, 0.1, -8, -1.4, -3, 0, 11, -1.2
CC(C)CCNc1nc(N2CCCC2)c2c(c1C#N)CCN(C)C2
  8, 5, 1.0, 0, -0.8, 5, -2, 15, -0.074

(list continues)
Second line of a record – FXIa inh 1536, thrombin 1536, zVAD death inh, KLK5 inh, TNF necrop inh, Rad51 HR inh, Hck Nef HTS, FXIIa inh, KCC2 mod
COC(=O)c1ccc(NC(=O)COc2ccc(S(=O)(=O)N3CCCCC3)cc2)cc1
  -2, -2, -0.3, 4, 2.5, 3, -2, 5, 0.22
CC(C)[C@H](NC(N)=O)C(=O)NCCc1ccc(Cl)cc1
  -2, -5, -0.3, 0, -0.1, 24, 21, 2, -0.14
O=C(NCC(=O)N(c1ccccc1F)C(C(=O)NC1CCCC1)c1ccco1)c1ccco1 (stereo unspecified)
  3, 4, -0.6, 16, 0.1, ·, 6, 16, 0.033
O=C(Cc1ccc([N+](=O)[O-])cc1)N1CCCc2ccccc21
  -1, 2, -0.8, -8, 6.1, -8, 17, 7, 0.66
CC(C)=NNC(=O)CN1C(=O)NC2NC(=O)NC21 (stereo unspecified)
  3, -4, 0.7, -8, 0.6, 7, 1, 8, -1
OCC1(CCOc2ccccc2)CCN(CC2=Cc3cc(Cl)ccc3OC2)CC1
  -5, -7, 7.5, 1, 3.8, -3, 12, 4, 0.48
Cc1ccc(Nc2ncnc3c2cnn3C)cc1
  -7, -9, 59, -4, -0.2, 1, 16, 1, 0.04
COc1ccc(CN2CCCC(C(=O)N3CCCC3)C2)cc1 (stereo unspecified)
  4, 0, 0.7, 6, 0.9, 3, 1, 16, ·
Cn1c(=O)c2c(nc(-n3ccnc3)n2Cc2ccc(Cl)cc2Cl)n(C)c1=O
  -3, -6, 1.2, 1, -2.3, 1, 2, 6, ·
COc1ccc(Nc2ncnc3c2cnn3Cc2ccccc2)cc1
  ·, ·, 0.9, ·, 0.1, -4, 8, ·, ·
CCC1CCCCN1C(=S)NC(=O)c1cc(S(=O)(=O)N2CCOCC2)ccc1C (stereo unspecified)
  -4, -15, 0.2, -3, 1.8, ·, 2, -1, 0.028
Cc1ccccc1-n1c(C)cc(/C=N/NC(=O)c2ccc(CN3CCOCC3)cc2)c1C
  7, 0, -0.2, 6, -11, 2, 2, 13, -1.4
CC(C)CC(C(=O)Nn1cnnc1)N1C(=O)c2ccccc2C1=O (stereo unspecified)
  -13, 0, 0.4, -17, -2.5, -20, 2, 7, 0.89
Cc1ccccc1OCC(O)CN1CCN(CC(O)COc2ccccc2C)CC1 (stereo unspecified)
  -3, -1, 2.6, -5, 1.5, 1, -11, 5, 0.095
Clc1ccc(-c2ccc(C=Nc3ccc(N4CCOCC4)cc3)o2)c(Cl)c1
  3, 1, 0.2, 5, -2.3, -4, 8, 14, 1.3
CCOC(=O)CCCSc1nc(-c2ccc3c(c2)OCO3)cc(C(F)(F)F)c1C#N
  -14, -15, 0.9, -39, 2.2, 2, 8, -20, 0.41
CC(C)(C)C(=O)Nc1ccc(-c2cn3ccsc3n2)cc1
  -3, -6, 24, -5, -0.8, ·, 2, 2, ·
O=C(c1ccccc1)c1cc[n+]([O-])cc1
  4, -6, -0.6, -6, -1.1, -49, 14, 5, 0.019
Cc1cc(S(=O)(=O)N(Cc2ccc(F)cc2)CC2CCCO2)ccc1-n1cnnn1 (stereo unspecified)
  -27, -7, -0.3, 13, 0.5, -2, 2, 3, -0.54
COc1nsnc1NS(=O)(=O)c1ccc(NC(=S)NC(=O)c2ccncc2)cc1
  4, -3, 0.7, 1, -1.4, 26, 14, 6, ·
NCCCSC1=NCCCN1
  11, 2, 1.4, 2, -1.9, 2, -1, 20, ·
N/C(=N\c1nc2ccccc2o1)NC(=O)c1ccc(F)cc1
  4, 0, 0.2, -15, -2.9, 4, 0, 14, 0.63
CCN(CC)CCCNC(=O)c1cn(CC)c2ccc(S(=O)(=O)N3CCc4ccccc4C3)cc2c1=O
  3, -6, -0.9, 1, -6.8, 0, 25, 8, 0.042
CCCC(c1nnnn1CS(=O)(=O)c1ccc(C)cc1)N1CCN(c2ccccc2)CC1 (stereo unspecified)
  -4, -8, 0.1, -7, 0.6, -1, 0, -10, -0.34
Cc1cc(Br)c2c(c1)/C(=C/C(=O)c1cccs1)C(=O)N2
  -1, 4, 0.4, -16, -10, 10, 8, 0, -0.0051
COc1ccc(-n2c(SCC(=O)NCCC(C)C)nc3ccsc3c2=O)cc1
  -8, -12, -0.1, 0, 0.3, 2, 0, 11, 0.084
N#CC(/C(=N/S(=O)(=O)c1cccs1)c1ccccc1)c1nc2ccccc2[nH]1 (stereo unspecified)
  -6, 4, 0.0, -80, -0.3, ·, 22, 4, 0
O=C(C(=O)N1CCOCC1)c1cn(CC(=O)N2CCc3ccccc3C2)c2ccccc12
  8, -7, 0.2, -7, 1.9, 0, 22, 2, -3.1
Cc1n[nH]c(=S)n1-c1ccc(Cl)cc1
  1, -1, 7.8, 4, -0.7, -2, 21, 13, ·
Cc1cc(C)nc(NS(=O)(=O)c2ccc(NC(=O)c3ccc(S(=O)(=O)N4CC(C)OC(C)C4)cc3)cc2)n1 (stereo unspecified)
  5, 1, 0.6, -3, -0.6, 6, 1, 9, 0.16
COc1cc(/C=C/C(=O)O)ccc1OCc1ccccc1C#N
  1, -9, 0.5, -12, -1.6, -31, 3, 2, -0.79

Sorted by number of heavy atoms (falling): part of the list above
Second line of a record – FXIa inh 1536, thrombin 1536, zVAD death inh, KLK5 inh, TNF necrop inh, Rad51 HR inh, Hck Nef HTS, FXIIa inh, KCC2 mod
O=C(C(=O)N1CCOCC1)c1cn(CC(=O)N2CCc3ccccc3C2)c2ccccc12
  8, -7, 0.2, -7, 1.9, 0, 22, 2, -3.1
COc1ccc(-n2c(SCC(=O)NCCC(C)C)nc3ccsc3c2=O)cc1
  -8, -12, -0.1, 0, 0.3, 2, 0, 11, 0.084
Cc1n[nH]c(=S)n1-c1ccc(Cl)cc1
  1, -1, 7.8, 4, -0.7, -2, 21, 13, ·

Bioassay records from PubChem.
